TRPV1 agonist: agonists of human vanilloid receptor 1 (TRPV1); TRPV1-expressing cells, Fluo-8 calcium influx, agonist mode; AID 540275; activation, % at 8.33 µM; 0.19% of 320,000 active; in the data active = activation above about 80%; inconclusive = between about 30% and that limit; note: 0% is about no effect
Target sequence (Q8NER1 whole entry, looked up): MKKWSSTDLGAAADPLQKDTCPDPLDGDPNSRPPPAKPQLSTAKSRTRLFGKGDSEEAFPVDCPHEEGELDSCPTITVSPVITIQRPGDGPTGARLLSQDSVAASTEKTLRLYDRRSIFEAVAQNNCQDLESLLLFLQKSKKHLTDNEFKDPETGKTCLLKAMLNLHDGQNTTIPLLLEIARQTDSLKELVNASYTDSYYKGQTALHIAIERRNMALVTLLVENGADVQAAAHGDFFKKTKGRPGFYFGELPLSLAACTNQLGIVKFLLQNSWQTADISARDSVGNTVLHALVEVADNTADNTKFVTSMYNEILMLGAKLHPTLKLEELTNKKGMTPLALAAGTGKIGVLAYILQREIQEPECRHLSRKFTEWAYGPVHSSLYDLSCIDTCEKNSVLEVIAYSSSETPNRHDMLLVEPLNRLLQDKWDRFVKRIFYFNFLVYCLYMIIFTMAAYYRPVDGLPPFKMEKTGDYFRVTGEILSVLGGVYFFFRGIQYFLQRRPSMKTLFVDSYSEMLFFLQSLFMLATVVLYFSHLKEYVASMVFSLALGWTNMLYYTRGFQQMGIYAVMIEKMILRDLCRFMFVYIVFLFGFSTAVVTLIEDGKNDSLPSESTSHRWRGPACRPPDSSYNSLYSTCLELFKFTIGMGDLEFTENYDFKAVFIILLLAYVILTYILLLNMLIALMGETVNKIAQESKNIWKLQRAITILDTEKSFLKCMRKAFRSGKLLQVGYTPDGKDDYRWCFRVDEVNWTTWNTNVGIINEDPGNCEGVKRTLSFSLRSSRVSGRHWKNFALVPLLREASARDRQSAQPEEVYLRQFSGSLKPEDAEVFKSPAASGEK
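Fluo-8 calcium influx in TRPV1-expressing cells, kinetic read (ex 480/em 520 nm). Compound added and read 3 min for agonist activity, followed by capsaicin at EC20 final and 2 min further read for enhancement.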
CXXC DNA block: MLL CXXC-DNA interaction inhibition; Potency, µM (series often up to 115 µM), inactives show at the highest dose activity change, negative = inhibition, usual class: inhibitors; AID 2662; MLL-CXXC / FITC-HOXA9 DNA fluorescence polarization; 0.037% of 290,000 active; active = well fitted inhibition curve with a large enough effect in the polarisation, with a control signal flat, not every such curve was filed as active; inconclusive = small, poorly fitted or top-dose-only effect, or effect the other way, or a change in a side signal; inactive = no such curve, though single readings can be large or run the other way; the % refers to the polarisation; note: potency is the fitted concentration of half-maximal effect
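Steps: dispense CXXC domain solution (7 uM) → pin compounds or unlabeled HOX-A9 DNA control → 5 min ambient → add FLSN-HOX-A9 solution (50 nM) → spin → 30 min ambient → fluorescence polarization. Tris pH 7.5/NaCl/DTT/BSA buffer.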
AT treatment: candidate therapy for ataxia-telangiectasia; Potency, µM (titrated, usually from 57.5 µM), without a hit: at the top dose activation, usual class: activators; 0.19% of 320,000 active; AID 485349; […] A-T fibroblasts, KAP-1 phosphorylation AlphaLISA; neocarzinostatin DNA damage 30 min before lysis; note: potency is the fitted concentration of half-maximal effect; % of control where 0% means no effect; nearly all actives have a fitted effect of over 45% in size
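ATM-like activity read as KAP-1 phosphorylation via AlphaLISA donor/acceptor antibody pairs after lysis and 6 hr at 25C. Cells were ATM-null patient fibroblasts ([…], hTERT), dosed 60 min, then exposed to the DSB inducer NCS for 30 min.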
BRCA1 expr act: BRCA1 expression activation. Potency, µM (highest dose often 46.1 µM), for inactives: at the top dose activation, hits mostly activators. 1.1% of 380,000 active. MCF7-BRCA1-FFLuc reporter, luminescence, 48 h; response scale: scaled: vehicle 0%, 10 µM genistein 100%. AID 624202; note: potency is the fitted concentration of half-maximal effect; nearly all actives have a fitted effect of over 80% in size; some results filed as inactive show a strong effect at the top dose
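Luminescence from a BRCA1-driven firefly luciferase in MCF7 cells was the read-out, taken 15 min after substrate addition following 48 h compound exposure at 37 °C. Data were normalized to a 10 microM genistein control and DMSO vehicle.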
a7 integrin act: activators of alpha7 integrin expression for muscular dystrophy. alpha7betagal myoblasts, beta-gal FDG fluorescence, 48 h. Potency, µM (top dose mostly 38.3 µM), inactives show at the highest dose activation, usual class: activators. 0.064% of 350,000 active;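 note: potency is the fitted concentration of half-maximal effect; 100% = response of the positive control SU9516; nearly all actives have a fitted effect of over 60% in size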
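alpha7betagal+/- myoblasts (passage 13, 250/well) treated 48 h at 37C with compounds at 1:260 dilution of DMSO stock. Lysed, then beta-galactosidase activity read as FDG fluorescence (ex 480/em 540) after 30 min, with pre-read for autofluorescence.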
ELG1 DNA repair: ELG1-dependent DNA repair inhibition. AID 504467. HEK293T ELG1-luciferase reporter, luminescence, 16 h; DNA damage induced by 5-fluorouridine. 2.3% of 330,000 active. Potency, µM (series often up to 46.1 µM), inactives show at the highest dose activity change, negative = inhibition, most hits filed as inhibitors; note: potency is the fitted concentration of half-maximal effect; % is set by controls: 0 for no effect and ±100 for the full control effect; nearly all actives have a fitted effect of over 55% in size
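Reporter activity after DNA damage by 5-fluorouridine is monitored. Compound-treated cells incubate 16 hr at 37 °C, then ONE-Glo is added for 30 min before luminescence reading.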
TSG101-PTAP inh: blocks PTAP/TSG101 interaction to inhibit HIV-1 budding; Potency, µM (series often up to 115 µM), inactives show top-dose activity change, negative = inhibition, hits mostly inhibitors; Q99816; Fluorescence polarization, FITC-PTAP peptide / Tsg101 binding; 340,000 tested, under 10 active; AID 493005; active = well fitted inhibition curve with a large enough effect in the main read-out, with a control signal flat, not every such curve was filed as active; inconclusive = small, poorly fitted or top-dose-only effect, or effect the other way, or a change in a side signal; inactive = no such curve, though single readings can be large or run the other way; note: potency is the fitted concentration of half-maximal effect; % of control where 0% means no effect
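Compounds were pin-transferred onto Tsg101 binding domain (10 uM final) in HEPES pH 7.5 buffer, then FITC-PTAP peptide was added at 50 nM final. After 20 min at RT, polarization reported peptide displacement across a qHTS concentration series.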
p53 reactivation: re-activators of mutant p53 | H1299 p53-A138V BP100-luciferase reporter, luminescence, 24 h | Potency, µM (top dose mostly 92.2 µM), without a hit: top-dose activity change, positive = activation, actives largely listed as activators | 0.063% of 320,000 active | AID 504706; note: potency is the fitted concentration of half-maximal effect; % of control where 0% means no effect; nearly all actives have a fitted effect of over 45% in size
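H1299 (p53-null), stable ts p53-A138V + BP100-Luc; 1000 cells/well, Opti-MEM/10% FBS; cpd 4 pt, 1:5; 24 h, 37 deg C, 5% CO2; detection reagent 10 min RT; luminescence.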
TCR activator: T cell receptor activation; primary human leukocytes, anti-CD3, IL-2 HTRF, 48 h; Potency, µM (titrated, usually from 9.22 µM), without a hit: at the highest dose activation of IL-2 secretion, actives largely listed as activators; 330,000 tested, under 10 active; AID 504894; note: % of control where 0% means no effect
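IL-2 produced over 48 hr by a-CD3 bead-stimulated primary human leukocytes exposed to compounds was detected with a homogeneous time-resolved FRET immunoassay, 665nm acceptor signal after 320nm excitation.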
B2AR arrestin: recruits beta-arrestin to the human beta2-adrenergic receptor | beta-arrestin recruitment to beta2AR, cell-based reporter | P07550 | 0.02% of 330,000 active | Potency, µM (highest dose often 46.1 µM), for the others: top-dose activation, most hits filed as activators | AID 492947;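 note: potency is the fitted concentration of half-maximal effect; 0% = DMSO controls and full agonism = EC100 isoproterenol or metaproterenol; nearly all actives have a fitted effect of over 65% in size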
Active calls of the source: *; ? = inconclusive; . = not tested or not shown; & = joins results of further samples; [ ] = another dose, or the depositor's remark. Unless noted, calls come from the whole dose curve; as a rule, active = well fitted curve in the direction sought with a large enough effect; inconclusive = small, poorly fitted or top-dose-only effect, or another doubt; inactive = no such curve, though single readings can be large; an effect the other way counts as inactive or inconclusive. Rows are unselected; about 3.8% have a hit in one of these screens.

| canonical_smiles | CXXC DNA block | BRCA1 expr act | a7 integrin act | p53 reactivation | AT treatment | TRPV1 agonist | TSG101-PTAP inh | TCR activator | B2AR arrestin | ELG1 DNA repair |
| --- | --- | --- | --- | --- | --- | --- | --- | --- | --- | --- |
| COc1ccc(S(=O)(=O)N2CCOCC2)cc1NC(=O)C1CCCN1C(=O)c1cccs1 (stereo not given) | . | -16% | 0% | -7% | 4% | -1 | -6% | -9% | -0.5% | 7% |
| C#C[C@]1(O)CC[C@H]2[C@@H]3CCc4cc(O)ccc4[C@H]3CC[C@@]21C | 14%&-6% | -56% | . | 1% | 9% | 7 | -3% | 1% | -0.6% | -14% |
| CC1CCCCN1CC(=O)c1c(N)n(Cc2ccccc2)c(=O)n(C)c1=O (stereo not given) | 6% | -3% | -10% | 1% | -1% | 3 | 0% | -4% | -0.3% | -15% |
| CC(=O)Nc1ccc(NC(=O)C(=O)N/N=C/c2cccnc2)cc1 | -2% | -7% | -7% | 2% | 2% | -1 | -2% | 2% | 3.7% | 1% |
| CCN(CC)C(=O)n1nc(C)c(CN2C(=O)c3ccccc3C2=O)c1C | . | -1% | -7% | . | . | . | -2% | 5% | . | . |
| Cn1c(C(=O)Nc2ccc3c(c2)OCCO3)cc2c(=O)n(C)c3ccccc3c21 | 13% | -21% | 1% | -3% | 5% | -4 | -2% | 2% | -0.1% | ? |
| COc1ccc(C(=O)NCc2nnc(SCC(=O)NC3CCCCC3)o2)cc1 | 5% | -4% | -10% | -3% | 10% | 1 | -2% | 3% | -1.4% | 10% |
| CN(C)S(=O)(=O)c1cccc(NC(=O)COC(=O)c2ccc([N+](=O)[O-])o2)c1 | -3% | 0% | -26% | 4% | 6% | -1 | -1% | -2%[46.1 µM] | 0.4% | 2% |
| CCOc1ccc(-c2cc3nc(C4CCN(C(=O)OC(C)(C)C)CC4)c(C(=O)O)cn3n2)cc1 | -3% | -25% | 16% | -5% | . | 0 | -11% | -4% | 0.1% | ? |
| CCc1ccc(OCc2ccc(C(=O)OC)o2)cc1 | 3% | 19% | 32% | 2% | 2% | 0 | -7% | -8% | -0.3% | ? |
| Cc1cccc(NC(=O)CN(C)CC(=O)NC(c2ccccc2)c2ccccc2)c1C | . | -4% | 0% | 0% | 13% | 2 | 1% | -1% | 0.3% | 13% |
| O=C(Nc1ccnn1C1CCN(C/C=C/c2ccccc2)CC1)c1ccccc1Cl | 3% | -20% | -22% | ? | 1% | 1 | . | 0% | -0.2% | -13% |
| Cc1ccc(S(=O)(=O)CC(=O)Nc2ccc(F)c(F)c2F)cc1 | 1% | 5% | 10% | -3% | -5% | 19 | 1% | -2% | -0.4% | -4% |
| C=CCOc1cccc(C2C(C(=O)c3cccs3)=C(O)C(=O)N2Cc2cccnc2)c1 (stereo not given) | 9% | 7% | -4% | 2% | 2% | -1 | 0% | 4% | 0.1% | 12% |
| CSc1ccccc1C(=O)Nc1ccc2c(c1)CCC2 | 2% | 11µM* | ? | ? | -13% | 11 | 0% | 2% | -1.0% | ? |
| COc1ccc2[nH]c3c(c2c1)CCN1C(=O)N([C@@H](C)C(=O)NCc2ccc(F)cc2)C(=O)[C@]31C | 6% | -18% | -19% | . | 7% | 1 | 1% | 0% | -0.1% | -28% |
| CCOc1ccc(/C=C/C(=O)OC(C)C(=O)NC2CCCCC2C)cc1OC (stereo not given) | . | -24% | -19% | 1% | -8% | 1 | 0% | -1% | 0.2% | -2% |
| O=C1CC(N2CCN(C(c3ccccc3)c3ccccc3)CC2)C(=O)N1Cc1ccc(N2CCCC2=O)cc1 (stereo not given) | -4% | -3%[1.84 µM] | -15% | 3% | 1% | 16 | -3% | -3% | 0.0% | 0% |
| COc1ccc(C(CC(=O)NC(C)(C)C)n2cccc2)cc1 (stereo not given) | 1% | 7% | -6% | ? | -3% | 8 | -1% | 2% | 0.2% | 1% |
| Cc1nc2cc(-c3ccccc3)[nH]n2c(=O)c1C | -2% | 98% | 17% | . | 1% | 3 | 0% | 0% | -0.3% | ? |
| CC(=O)Oc1cc2c(c3ccccc13)CCC2=O | . | -18% | -11% | . | . | . | -2% | -9% | . | . |
| CCCCc1c(C)c(C#N)c2nc3ccccc3n2c1Nc1c(C)n(C)n(-c2ccccc2)c1=O | 15% | -68% | -20% | -5% | -6% | 1 | -2% | 5% | -0.8% | ? |
| COc1cccc(-n2nc(-c3ccnn3-c3ccc(F)cc3)c(=O)n(C)c2=O)c1 | -9% | -15% | 6% | -6% | -1% | 4 | -3% | 4% | -0.2% | ? |
| Cc1ccc(NC(=O)Nc2cccs2)c(Cl)c1 | -4% | 3% | -15% | . | . | ? | 0% | 2% | . | . |
| CCOCCC(=O)Nc1nnc(CCc2ccccc2)s1 | 13% | 35% | -55%[inhibitor] | . | -12% | 0 | -5% | . | 0.5% | 0% |
| CCOC(=O)N1CCN(S(=O)(=O)c2ccc(C(=O)N(CCCN(C)C)c3nc4cc(OC)ccc4s3)cc2)CC1 | . | -7% | -30% | 5% | -13% | -5 | 2% | -4% | -1.0% | 24% |
| Cc1ccc(OCCC(=O)OCC(=O)NC2CCCC2)cc1 | . | -1% | -1% | -3% | 1% | -3 | -3% | -22% | -0.1% | 2% |
| O=C(/C=C/c1ccccc1)OCCN1C(=O)c2ccccc2C1=O | -2% | -13% | -9% | 7% | 17% | 0 | -1% | 3% | -0.3% | -3% |
| CSc1ccc(-c2nnn(Cc3ccc(C)cc3)n2)cc1 | 3% | 10µM* | 18% | ? | . | 24 | -2% | 1% | 0.4% | ? |
| COc1ccccc1CNC(=O)COC(=O)c1ccc([N+](=O)[O-])o1 | . | 3% | 7% | -1% | 2% | 0 | -3% | -1% | 0.6% | 8% |
| COCc1cc(C)nc(SCC(=O)Nc2ccc(C)c(C)c2)c1C#N | 3% | 4µM* | 0% | ? | -1% | -2 | 1% | 1% | -0.1% | ? |
| O=C(Nc1ccccc1Cl)N1CCSc2ccccc21 | 16% | -2% | -65%[inhibitor] | 4% | -3% | -1 | 1% | 9% | 0.2% | 7% |
| O=C(c1c[nH]c2ccccc12)N1CCOCC1 | -7% | -4% | 9% | 4% | 2% | 0 | -2% | 5% | -0.7% | ? |
| COC(=O)C1C(=O)C=C(Nc2ccc(F)cc2)CC1c1ccc(OC)cc1 (stereo not given) | -3% | ? | -14% | ? | 1% | 3 | -1% | -6% | -0.7% | ? |
| CC(=O)c1cc(-c2ccccc2)[nH]c1N1CCOCC1 | 6% | -6% | -10% | 5% | . | 29 | -6% | 9% | -0.5% | 11% |
| COc1cc(CC(=O)Nc2cccc(S(=O)(=O)N(C)c3ccccc3)c2)cc(OC)c1OC | . | -41% | -37% | -3% | 9% | . | -6% | . | 0.1% | 9.2µM* |
| Cc1cc(C)n(C(=O)CNC(=O)c2cccc(Br)c2)n1 | 1% | 8% | -21% | -6% | -5% | -1 | -6% | 2% | 0.1% | -3% |
| COC(=O)Cc1[nH]n(-c2ccccc2)c(=O)c1C=Nc1ccc(C)cc1 | -9% | -22% | -14% | 4% | 14% | 23 | -3% | 2% | 0.1% | 0% |
| Nc1nc(NC2CCCC2)cc(=O)[nH]1 | . | 2% | -11% | . | . | . | -4% | 6% | . | . |
| COCc1cccc(N2C(=O)CC(C3C=C(C)C4C(=O)N(c5cccc(COC)c5)C(=O)C4C3)C2=O)c1 (stereo not given) | -1% | 0% | -13% | 0% | -1% | 0 | -4% | -4% | 0.0% | -17% |
| COc1ccccc1N/N=C(\C#N)C(=N)N1CCOCC1 | -2% | -5% | -16% | -2% | -4% | 2 | -4% | -4% | 0.5% | 18% |
| Cc1cc(=O)[nH]c(SCC(=O)Nc2ccc(F)c([N+](=O)[O-])c2)n1 | -20% | 2% | -8% | 8% | -12% | 0 | -6% | 4% | 0.1% | 2% |
| CCC(C)C(NC(=O)c1ccc(Cl)cc1Cl)C(=O)O (stereo not given) | 5% | 10% | 7% | 8% | 0% | 1 | -2% | 2%[46.1 µM] | -1.6% | 13% |
| COc1ccc(S(=O)(=O)Nc2ccc(-n3cccc3)cc2)cc1 | -6% | -55% | 9% | -4% | 1% | 5 | 0% | 3% | 0.0% | ? |
| COc1ccc(CCNC(=O)Cc2ccc(Cl)cc2)cc1OC | 21% | 3% | 25% | 3% | 9% | 8 | 1% | . | -0.3% | -6% |
| O=C(NCc1ccncc1)c1cc(F)c(F)cc1Cl | -5% | 13% | 24% | 1% | 2% | 1 | 6% | 3% | 0.1% | -3% |

Screening data as filed in PubChem BioAssay.
